HCT116 PTEN-null – suppresses growth of cells with PTEN deletion | 140,000 tested, 1.2% active | HCT116 PTEN-null viability, CellTiter-Glo, 60 h; hits give low values | viability, % at 10 µM;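 active = viability at or below a set limit, 4 SD under the median of all tested compounds, cut at about 3.7% in these data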;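 also: PTEN knockout HCT116 line with beta catenin targeted HCT116 as companion control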
Yeast growth inh – chemicals that inhibit yeast BB579 growth in restrictive medium (lifespan-shortening candidates). S. cerevisiae BB579 growth, OD615, 48 h. inhibition, % at 10 µM. 140,000 tested, 0.51% active. AID 804;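 active = inhibition above a set limit, 3 SD over the mean compound inhibition, cut at about 44% in these data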; also: inactives centre near -24
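System: DeaD yeast strain BB579; buffer or medium: CSMM-D dextrose restrictive medium; technique: OD at 615 nm; schedule: 4 h cell preincubation, 48 h compound exposure, 30 °C humidified; doses: single 10 µM dose; controls: amphotericin B 10 µg/mL, positive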
Measles CPE – protection of cells from measles virus; protection (pct of control), % at 4 µM; 140,000 tested, 1.5% active; Measles virus-infected cells, CPE protection, absorbance; in the data active = protection mostly above about 24%, no sharp cut-off; inactive = mostly below about 26%; also: some compounds called inactive have numbers as strong as hits
MRP-1 activ – activators of MRP-1. AID 799. viability increase, % at 10 µM. H69AR cells + doxorubicin, viability rescue, CellTiter-Glo. 140,000 tested, 0.61% active;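 active = viability gain under doxorubicin at or above a set limit, the compound median plus 3 SD, cut at about 4.7% in these data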;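 also: MRP-1 overexpressing cells given doxorubicin 25 µM after compound pretreatment; 18-22 h compound pretreatment then 72 h with doxorubicin before readout; 0% = doxorubicin-only wells and 100% = vehicle-treated cells without doxorubicin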
E-sel TNF inh – TNF alpha driven E-selectin expression inhibition; inhibition, % at 2 µM; HUVEC TNFa-induced E-selectin immunofluorescence, high content; 120,000 tested, 0.71% active; AID 1246;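 active = inhibition above the batch mean plus 3 SD, and confirmed as a hit on visual image review, cut at about 43% in these data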;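 also: 0% = TNF-stimulated DMSO wells and 100% = unstimulated control wells; not every result past the cut was called active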
HCT116 bCat-KO – beta-catenin-lacking colon tumor cell growth suppression; HCT116 beta-catenin knockout viability, CellTiter-Glo, 60 h; hits give low values; viability, % at 10 µM; 140,000 tested, 1.5% active;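 active = viability at or under a set limit, the compound median less 4 SD, cut at about 6% in these data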;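 also: 0% = Hyamine 1622 control at 20 µM and 100% = untreated cell control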
Phagocytosis inh – inhibitors of macrophage phagocytosis. J774A.1 macrophage IgG-bead phagocytosis, imaging. inhibition, % at 5 µM. 110,000 tested, 0.07% active. AID 1029;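 active = inhibition above the mean of the plate negative controls plus 5 SD, cut at about 13% in these data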;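 also: phagocytic index as fraction of beads internalized from green versus red external bead signal; plate controls were DMSO negative control for no effect and cytochalasin-D positive control for full effect; some results beyond the cut were filed as inactive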
Yeast lifespan up – extends the lifespan of yeast | S. cerevisiae growth with nicotinamide, OD615; deaD strain in restrictive glucose medium | inhibition of the nicotinamide effect, % at 10 µM | 130,000 tested, 0.68% active | AID 775;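 active = inhibition above a set limit, placed 3 SD over the median of all compounds, cut at about 26% in these data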;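 also: 0% = nicotinamide-treated wells and 100% = cells grown without nicotinamide; some compounds called inactive have numbers as strong as hits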
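Measured by: optical density (absorbance) at 615 nm; System: modified budding yeast, DeaD strain; Medium: restrictive CSMM-D dextrose medium; Timing: 4 h preincubation then 48 h treatment at 30 °C.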
GALR2 antag – GALR2 (human) receptor antagonism | O43603 | GALR2-expressing cells, antagonist mode | inhibition, % at 4 µM | 140,000 tested, 0.39% active | AID 828; in the data active = inhibition above about 27%;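 also: cells stimulated with galanin 1-16 at roughly its EC80; 0% = agonist challenge control and 100% = basal control without agonist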
Target sequence (O43603 whole entry, looked up): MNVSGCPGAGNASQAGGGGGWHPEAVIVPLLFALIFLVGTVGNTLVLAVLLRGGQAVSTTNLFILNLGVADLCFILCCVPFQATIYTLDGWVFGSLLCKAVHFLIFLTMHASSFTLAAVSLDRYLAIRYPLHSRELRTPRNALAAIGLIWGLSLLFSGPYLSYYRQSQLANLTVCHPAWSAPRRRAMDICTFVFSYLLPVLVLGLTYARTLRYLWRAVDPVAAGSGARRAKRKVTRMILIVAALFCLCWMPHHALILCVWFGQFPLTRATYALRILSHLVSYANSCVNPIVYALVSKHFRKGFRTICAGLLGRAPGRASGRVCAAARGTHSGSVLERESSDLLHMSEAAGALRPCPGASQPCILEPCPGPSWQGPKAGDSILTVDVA
NPY-Y2 antag – blocks the human neuropeptide Y Y2 receptor; NPY-Y2 expressing cells, antagonist mode; inhibition, % at 2.7 µM; AID 793; P49146; 140,000 tested, 0.99% active; in the data active = inhibition above about 17%;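 also: 0% = vehicle with agonist challenge and 100% = reference antagonist with challenge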
Target sequence (P49146 whole entry, looked up): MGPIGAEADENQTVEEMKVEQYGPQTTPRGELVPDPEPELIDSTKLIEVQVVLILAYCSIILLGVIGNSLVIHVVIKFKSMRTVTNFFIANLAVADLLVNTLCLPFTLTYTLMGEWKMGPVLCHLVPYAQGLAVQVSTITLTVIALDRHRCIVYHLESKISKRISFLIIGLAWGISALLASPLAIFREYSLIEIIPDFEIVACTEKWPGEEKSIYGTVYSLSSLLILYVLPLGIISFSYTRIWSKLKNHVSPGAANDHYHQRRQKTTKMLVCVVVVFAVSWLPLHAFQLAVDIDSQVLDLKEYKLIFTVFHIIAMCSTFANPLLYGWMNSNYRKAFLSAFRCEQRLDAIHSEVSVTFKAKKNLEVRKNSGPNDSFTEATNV
Active calls of the source: *; / = not tested or not shown. Outcome played no part in choosing rows, and some 6.3% of all compounds hit somewhere here.

SMILES	HCT116 PTEN-null	Yeast growth inh	Measles CPE	MRP-1 activ	E-sel TNF inh	HCT116 bCat-KO	Phagocytosis inh	Yeast lifespan up	GALR2 antag	NPY-Y2 antag
Cc1ccc(S(=O)(=O)N2c3ccc(S(N)(=O)=O)cc3CC2C)cc1 (centres undefined)	98	-6	5	-1.1	-1	97	1	3	9	2
Clc1ccc(OCCCN2CCCC2)cc1Cl	57	-10	3	-2.5	/	73	-2	-1	2	1
Cc1occc1C(=O)Nc1ccc2c(c1)CCC2	77	5	3	1.0	-21	75	-1	-30	0	2
Cc1cc(C)n2nc(Cc3ccccc3)nc2n1	111	-62	3	-0.7	11	103	2	-8	-10	-1
COC(=O)c1ccc2c(c1)NC(=O)C1CCCN21 (centres undefined)	94	-34	34	-0.8	/	98	/	-1	/	/
CCOc1cccc(Oc2ncccc2C(=O)/C(C#N)=C/N(C)C)c1	94	-40	7	-1.3	27	85	/	-27	1	-3
O=C(/C=C(/c1ccc(Cl)cc1)n1cncn1)c1ccccc1	92	-25	15	-1.4	8	92	-1	3	0	2
COc1ccc(Cc2nnn(CC(=O)O)n2)cc1	107	-10	17	0.5	/	93	0	4	5	3
Cc1ccc(C)c(Cn2c(C(C)O)nc3ccccc32)c1 (centres undefined)	92	-27	13	-0.8	-30	97	-1	-14	-3	2
CCSc1nnc(NC(=O)C(CC)(C(F)(F)F)C(F)(F)F)s1	69	12	5	-0.9	16	77	0	18	28*	-1
CCOCCCNC(=O)C1c2ccccc2C(=O)N2CCc3ccccc3C12 (centres undefined)	96	1	6	-3.4	-34	89	-3	-6	-3	2
CCOCCCNC(=O)C(c1ccc(C)cc1)N(Cc1cccs1)C(=O)CNC(C)=O (centres undefined)	103	10	5	-1.1	12	96	-13	2	8	0
COc1ccc(CN(Cc2ccncc2)C(=O)CCC(=O)O)cc1	104	-50	8	-0.2	/	97	/	-3	-1	1
CC1=NN(c2ccccc2)C(=O)/C1=C\c1cn(CCC#N)nc1-c1ccc(Cl)cc1	82	-44	17	-2.9	10	85	-9	1	-10	-2
O=C1CCCN1CN(C(=O)c1ccc2c(c1)OCO2)c1ccc(F)cc1	96	-2	12	-2.1	/	92	/	-5	-5	3
CCOc1c(OC)cccc1C1CC(=O)Nc2cc3c(cc21)OCCO3 (centres undefined)	33	-34	5	-1.0	-26	31	0	-2	11	5
Cn1c(O)c(C=NCC2CCNCC2)c(=O)n(C)c1=O	102	-9	2	1.2	-2	100	/	/	-5	0
Cc1cc(-c2ccccc2)nc(Cl)c1C#N	86	-23	15	-3.9	/	86	-3	-6	2	5
CC1(C)NC(=O)N(CCSc2ccc(Cl)cc2)C1=O	92	-4	5	2.1	-18	92	2	-7	3	-1
COc1ccc(NC(=O)C(Sc2nnc(-c3ccncc3)n2-c2ccccc2C)c2ccccc2)cc1Cl (centres undefined)	61	-30	17	-3.7	10	61	/	0	-1	2

Shown with bars between the fields: part of the list above
Compound | HCT116 PTEN-null | Yeast growth inh | Measles CPE | MRP-1 activ | E-sel TNF inh | HCT116 bCat-KO | Phagocytosis inh | Yeast lifespan up | GALR2 antag | NPY-Y2 antag
Cc1ccc(S(=O)(=O)N2c3ccc(S(N)(=O)=O)cc3CC2C)cc1 (centres undefined) | 98 | -6 | 5 | -1.1 | -1 | 97 | 1 | 3 | 9 | 2
Clc1ccc(OCCCN2CCCC2)cc1Cl | 57 | -10 | 3 | -2.5 | / | 73 | -2 | -1 | 2 | 1
Cc1occc1C(=O)Nc1ccc2c(c1)CCC2 | 77 | 5 | 3 | 1.0 | -21 | 75 | -1 | -30 | 0 | 2
Cc1cc(C)n2nc(Cc3ccccc3)nc2n1 | 111 | -62 | 3 | -0.7 | 11 | 103 | 2 | -8 | -10 | -1
COC(=O)c1ccc2c(c1)NC(=O)C1CCCN21 (centres undefined) | 94 | -34 | 34 | -0.8 | / | 98 | / | -1 | / | /
CCOc1cccc(Oc2ncccc2C(=O)/C(C#N)=C/N(C)C)c1 | 94 | -40 | 7 | -1.3 | 27 | 85 | / | -27 | 1 | -3
O=C(/C=C(/c1ccc(Cl)cc1)n1cncn1)c1ccccc1 | 92 | -25 | 15 | -1.4 | 8 | 92 | -1 | 3 | 0 | 2
COc1ccc(Cc2nnn(CC(=O)O)n2)cc1 | 107 | -10 | 17 | 0.5 | / | 93 | 0 | 4 | 5 | 3
Cc1ccc(C)c(Cn2c(C(C)O)nc3ccccc32)c1 (centres undefined) | 92 | -27 | 13 | -0.8 | -30 | 97 | -1 | -14 | -3 | 2
CCSc1nnc(NC(=O)C(CC)(C(F)(F)F)C(F)(F)F)s1 | 69 | 12 | 5 | -0.9 | 16 | 77 | 0 | 18 | 28* | -1
CCOCCCNC(=O)C1c2ccccc2C(=O)N2CCc3ccccc3C12 (centres undefined) | 96 | 1 | 6 | -3.4 | -34 | 89 | -3 | -6 | -3 | 2
CCOCCCNC(=O)C(c1ccc(C)cc1)N(Cc1cccs1)C(=O)CNC(C)=O (centres undefined) | 103 | 10 | 5 | -1.1 | 12 | 96 | -13 | 2 | 8 | 0
COc1ccc(CN(Cc2ccncc2)C(=O)CCC(=O)O)cc1 | 104 | -50 | 8 | -0.2 | / | 97 | / | -3 | -1 | 1
CC1=NN(c2ccccc2)C(=O)/C1=C\c1cn(CCC#N)nc1-c1ccc(Cl)cc1 | 82 | -44 | 17 | -2.9 | 10 | 85 | -9 | 1 | -10 | -2

The main list resumes with the 2 entries that preceded the break.
SMILES	HCT116 PTEN-null	Yeast growth inh	Measles CPE	MRP-1 activ	E-sel TNF inh	HCT116 bCat-KO	Phagocytosis inh	Yeast lifespan up	GALR2 antag	NPY-Y2 antag
CC1(C)NC(=O)N(CCSc2ccc(Cl)cc2)C1=O	92	-4	5	2.1	-18	92	2	-7	3	-1
COc1ccc(NC(=O)C(Sc2nnc(-c3ccncc3)n2-c2ccccc2C)c2ccccc2)cc1Cl (centres undefined)	61	-30	17	-3.7	10	61	/	0	-1	2
O=C(NCC1COc2ccccc2O1)C1CCCN(S(=O)(=O)c2cccc3nsnc23)C1 (centres undefined)	85	-9	0	0.5	/	86	/	-6	5	0
COc1ccc(NC(=S)NNC(=O)C(C)n2nc(C)c([N+](=O)[O-])c2C)cc1 (centres undefined)	99	-35	4	0.4	-6	97	0	-10	1	0
N#CC1=C(S)N=C(N)C(c2nc(-c3ccccc3)cs2)C12CCCC2 (centres undefined)	84	-8	11	-1.5	-11	83	-1	-10	-2	1
Cc1ccc(Oc2ncccc2/C=N/O)cc1	108	-42	10	-1.4	-42	114	-2	-21	7	0
O=C(/C=C/Nc1ccc(F)cc1Br)c1ccccc1	74	-7	7	-2.8	/	73	-6	-4	16	1
CCN(CC)S(=O)(=O)c1ccc(C(=O)NC2=C(C(=O)OC)SCC2)cc1	78	-37	2	-1.3	/	84	/	-9	-4	-1

Screens from PubChem BioAssay.
